High-throughput results from PubChem BioAssay.
IL2 activator: activators of IL-2; IL-2 activation reporter assay, cell-based qHTS; stimulated with anti-CD3/CD4/CD28 beads; in transgenic mouse T cells; activation, % (series mostly up to about 46 µM); 0.065% of 360,000 active; in the data active means activation above about 50%; inconclusive means mostly about 30% to 49%; further: 0% is about no effect
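Quantitative HTS in unstimulated transgenic mouse T cells, with memory T cells as non-tolerant control and PMA/ionomycin as tolerance-bypass control. Compound pretreatment lasted 60 minutes before 18 h bead stimulation; EGFP/DsRed fluorescence read.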
PLK1 PBD inh: inhibitors of human PLK1 polo-box domain binding | Plk1 PBD binding of FITC phosphopeptide, fluorescence polarization | Potency, µM, for inactives: max response, negative = inhibition, actives largely listed as inhibitors | 2.8% of 360,000 active; further: potency means the concentration at half of the fitted maximal effect; series mostly up to about 57 µM; on the % scale 0 is the no-effect control and ±100 the full control effect; nearly all actives have a fitted effect of over 65% in size
GLP1R cytotox: cytotoxic in the GLP-1 receptor inverse agonist counter-screen. HEK293 cAMP-luciferase reporter cells, luminescence, 24 h. Potency, µM (series often up to 38.3 µM), without a hit: top-dose activity change, negative = inhibition, hits mostly inhibitors. 0.13% of 410,000 active;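 further: loss of luciferase light is scored as toxicity; potency means the concentration at half of the fitted maximal effect; on the % scale 0 is the no-effect control and ±100 the full control effect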
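Cells in DMEM/10% Nu serum/1% pen-strep, 1536-well format. Pre-incubated 12 h, dosed with 23 nL compound, incubated a further 24 h. Luciferase detection, 12 min at room temp, luminescence.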
D3 antag: blocks the human D3 dopamine receptor; P35462; D3R cells, DiscoveRx beta-arrestin luminescence, antagonist mode; hits give low values; max response, negative = inhibition, %; 2.5% of 360,000 active; in the data active means max response below about -50%; inconclusive means no clear call, values can overlap the other calls; further: on the % scale 0 is the no-effect control and ±100 the full control effect; mostly tested at two doses, the higher about 12 µM
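Cells expressing the human receptor were seeded at 1500 cells/well, incubated overnight at 37 degrees C in 5% CO2, then exposed to library compounds with dopamine controls for 90 minutes at 37 degrees C before luminescent detection.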
GLP1R inv ag: acts as inverse agonist at human GLP-1 receptor; P43220; HEK293 GLP-1R CRE-luciferase, luminescence, 24 h; GLP-1R form is constitutively active; Potency, µM (doses to about 38.3 µM), without a hit: top-dose activity change, negative = inhibition, most hits filed as inhibitors; 1.6% of 410,000 active; AID 624417; further: potency means the concentration at half of the fitted maximal effect; on the % scale 0 is the no-effect control and ±100 the full control effect; nearly all actives have a fitted effect of over 55% in size
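Cells are plated, allowed 12 hours at 37 deg C, then treated with compounds for 24 hr before luciferase detection reagent is added and luminescence is read after 12 min at room temperature. The HEK293 line carries constitutively active GLP-1R with a cAMP-responsive reporter.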
GLP-1R agonist: activates the human GLP-1 receptor; 0.007% of 380,000 active; HEK293 GLP-1R CRE-luciferase, luminescence, 4-6 h; cells express a hypersensitive GLP-1R form; Potency, µM (doses to about 45.6 µM), for inactives: at the top dose activation, most hits filed as activators; further: potency means the concentration at half of the fitted maximal effect; % of control where 0% means no effect
DRD3 agonist: activates the human D3 dopamine receptor; P35462; D3R DiscoveRx beta-arrestin cells, luminescence, 90 min; max activation, %; 0.58% of 410,000 active; AID 652048; in the data active means max activation above about 30%; further: 0% is about no effect; mostly tested at two doses, the higher about 12 µM
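Agonist-mode cell screen: cells plated at 1500/well and incubated overnight at 37 °C, then exposed to library compounds for 90 min at 37 °C. Detection reagent was added for 30–60 min at room temperature, and luminescence was read.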
PI5P4K alpha inh: inhibitors of human PI5P4K alpha; PI5P4Kalpha enzyme, ADP-Glo luminescence, 60 min; hits give low values; max response, %; 1.2% of 330,000 active; AID 652105; active means max response of -50% or lower; inconclusive means between -30% and -50%; inactive means -30% or higher; further: value at the top dose of about 77 µM; on the % scale 0 is the no-effect control and ±100 the full control effect
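Reactions run in 0.038 M HEPES pH 7.4, 0.28 mM EGTA, 0.1% CHAPS and 5% DMSO, with PI5P4Kalpha, substrate, compound and 5 microM ATP final, one hour at room temperature. Readout is ADP-Glo luminescence.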
WRN inhibitor: inhibitors of human WRN helicase | Q14191 | WRN helicase unwinding, fluorescent forked duplex, kinetic | Potency, µM (doses to about 114 µM), for inactives: top-dose activity change, negative = inhibition, most hits filed as inhibitors | 0.46% of 360,000 active; further: potency means the concentration at half of the fitted maximal effect; on the % scale 0 is the no-effect control and ±100 the full control effect; nearly all actives have a fitted effect of over 55% in size
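Primary qHTS, 1536-well format. 20 nM WRN + compound, 15 min RT; start with 100 nM forked fluorophore/quencher duplex, 2 mM ATP (final); kinetic read ex 525/em 598 nm.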
Starred values were filed as active, the others as inactive; ? = inconclusive; / = not tested or not shown; [ ] = dose if it differs, or a comment. Unless noted, the call rests on the fitted dose curve; in most records, active means well fitted curve in the direction sought with a large enough effect; inconclusive means small, poorly fitted or top-dose-only effect, or another doubt; inactive means no such curve, though single readings can be large; an effect the other way counts as inactive or inconclusive.

SMILES	IL2 activator	PLK1 PBD inh	GLP1R cytotox	D3 antag	GLP1R inv ag	GLP-1R agonist	DRD3 agonist	PI5P4K alpha inh	WRN inhibitor
O=C(COC(=O)/C=C/c1cccc(C(F)(F)F)c1)NCc1ccc(F)cc1	0.5	3%	5%	17	6%	-3%	3	9	-3%
CCCCNC(=O)CSc1nc(COc2ccccc2)nc2ccccc12	3.6	?	10%	-4	?	18%	6	-3	-9%
CS(=O)(=O)NCc1ccc(C(=O)NCc2ccccc2)cc1	-3.1	-10%	7%	-8	-9%	-9%	-6	/	-5%
Cc1cc(C)n(CC(=O)N/N=C/c2cc(Br)cc([N+](=O)[O-])c2O)n1	-2.2	-10%	6%	-66*	3%	-2%	-12	-6	10%
Cc1ccccc1NC(=O)Cc1nnc(SCC(=O)N2CCN(c3ccccc3)CC2)n1C	-0.6	-12%	-15%	-4	-10%	14%	-5	-2	2%
COc1cccc(/C=N/NC(=O)C(C)n2nc(C)c([N+](=O)[O-])c2C)c1O (stereo not drawn)	-0.4	-5%	?	19	1.8µM*	-3%	6	-2	-1%
CC1CN(C(=O)CN(C)S(=O)(=O)c2ccc3ccccc3c2)CC(C)O1 (stereo not drawn)	1.4	-8%	1%	-7	-4%	8%	-2	-1	-4%
CC(C)Cn1c(SCC(=O)N2CCN(C(=O)c3ccco3)CC2)nc2ccccc2c1=O	0.2	-9%	1%	-3	12%	4%	5	-1	-1%
Cc1ccc(N(CC(=O)NCCSc2nc3ccccc3s2)S(=O)(=O)c2ccccc2)c(C)c1	-0.5	-22%	-3%[1.53 µM]	4	?	-1%	6	7	-13%[57.1 µM]
COc1ccc(Cc2nnc(NC(=O)c3ccc(OC)c(OC)c3)s2)cc1OC	-2.0	-4%	-1%	7	45%[activator]	8%	42*	0	16%
CCOC(=O)c1nn(-c2ccccc2)c2nc(-c3ccc(OC)cc3)c(C#N)c(=O)n12	-1.4	1%	-3%	7	14%	1%	5	0	1%
CCc1ccc(NC(=O)CC2C(=O)Nc3c2c(=O)n(C)c(=O)n3C)cc1 (stereo not drawn)	-1.5	-4%	-1%	32	0%	-2%	8	/	-15%
Cc1ccc(C(C(=O)NC2CCCCC2)N(Cc2ccco2)C(=O)Cc2c[nH]c3ccccc23)o1 (stereo not drawn)	-4.0	-1%	-19%	22	-17%	-8%	3	-1	0%
O=C(Nc1cccc(F)c1)C1CCN(C(=O)N2CCOc3ccccc32)CC1	-3.3	0%	3%	-28	?	-9%	2	6	1%
CCn1c(SCC(=O)Nc2ccc(Br)cc2)nc2sc3c(c2c1=O)CCN(C)C3	-0.8	-25%	-5%	13	11%	1%	-4	1	3%
O=C(c1ccc2c(c1)OCO2)C1CCCN(Cc2cccc(C(F)(F)F)c2)C1 (stereo not drawn)	-0.1	-4%	1%	-115*	?	9%	-15	16	-5%
NS(=O)(=O)c1ccc(NC(=S)NCC2CCCO2)cc1 (stereo not drawn)	-0.3	24µM*	2%	3	1%	-1%	1	-25	-10%
CC(C)CC(C(=O)Nc1ccccc1)N1C(=O)C2C3C=CC(C3)C2C1=O (stereo not drawn)	-1.9	-4%	-2%	-14	-12%	0%	-8	0	4%[57.1 µM]
CCOC(=O)[C@]12CCC=C1N(Cc1ccco1)C(=O)[C@H](CC(=O)N1CCN(C(=O)c3ccco3)CC1)C2	2.5	3%	0%	11	17%	1%	2	-6	-3%
COc1ccc(S(=O)(=O)Nc2ccc(NC(C)=O)cc2)cc1Br	-1.8	7%	-6%	-2	6%	7%	18	0	-1%
c1cncc(-c2nc(-c3cccs3)cs2)c1	0.1	1%	-8%	5	4%	16%	2	-2	-3%
CCOC(=O)c1ccc(NC(=O)C2C3C=CC(C3)C2C(=O)O)cc1 (stereo not drawn)	0.1	-10%	0%	28	16%	-3%	-5	-6	4%
CCCCSc1nnc(CNC(=O)C23CC4CC(CC(C4)C2)C3)n1Cc1ccccc1	-0.7	5%	-14%	14	?	-7%	-5	7	-9%
O=C(NCc1ccccn1)C(=O)Nc1nc(-c2ccccc2)cs1	2.8	2%	-2%	36	11%	-1%	0	3	-5%
COc1ccccc1N(CC(=O)Nc1ccc2c(c1)OCO2)S(=O)(=O)c1ccc(C)cc1	/	/	3%	/	-28%	2%	-10	/	/
O=C(Nc1cccc(-n2cccn2)c1)C1CCCN(Cc2ccccc2F)C1 (stereo not drawn)	-1.8	6%	1%	-2	?	5%	-5	-7	2%
Cn1c(=O)n(Cc2ccco2)c(=N)c2c3c(sc21)CCCC3	-0.7	?	1%	1	6%	7%	-4	0	1%
CC1(c2nnnn2C2CCCCC2)CCC(=O)N1Cc1ccc2c(c1)OCO2 (stereo not drawn)	-0.1	-1%	-4%	-11	8%	/	2	-9	1%
COC(=O)c1sc(S(=O)(=O)N2CCCCC2C)c(C(=O)OC)c1C (stereo not drawn)	0.1	-10%	3%	8	?	16%	5	-2	-12%
CNS(=O)(=O)c1cccc(C(=O)NCC2(N3CCCCC3)CCCCC2)c1	-2.2	-9%	-13%	2	17%	3%	-5	-8	-1%
Cc1ccc(Oc2ncccc2/C=N/OCc2ccc(Cl)c(Cl)c2)cc1	-3.0	3%	0%	20	10µM*	-8%	-2	3	-17%
COc1ccc(C2(C)CC(=O)NC2=O)cc1 (stereo not drawn)	0.5	-3%	-1%	-3	13%	11%	3	-8	1%
Cn1c(NCc2cccnc2)nc2cc(-c3ccc(F)cc3)sc2c1=O	0.4	-3%	3%	0	35%	17%	9	-12	-9%
O=C(c1ccco1)n1nc(-c2ccc(Cl)cc2)nc1NCc1ccc(F)cc1	/	/	5%	/	19%	-7%	0	/	/
O=S(=O)(CCn1cccc1)CCn1cccc1	-2.5	-10%	-4%	-4	4%	2%	0	2	-6%
CC(OCC(O)CN1CCCCC1CCO)c1ccc(Cl)cc1 (stereo not drawn)	-2.0	0%	?	8	-28%	3%	15	2	0%
N#C/C(=C\c1c[nH]c2ccc(Br)cc12)c1ccccn1	-0.7	-5%	?	1	?	18%	-17	3	-5%
CCCCNC(=O)C1(C)CCC(=O)N1c1cc(C(C)(C)C)nn1C (stereo not drawn)	-0.1	-4%	5%	41	15%	3%	5	4	4%
CN1C(=O)c2ccccc2Sc2ccc(NC(=O)N3CCCC3)cc21	-0.5	1%	21%	-20	-5%	0%	-8	-11	0%
CC(OC(=O)COc1ccccc1Cc1ccccc1)C(=O)N(C)c1ccccc1 (stereo not drawn)	-0.9	-10%	13%	0	?	-5%	-2	-1	-1%
Cc1cccc(CN2CCN(C3CN(C4CCCCC4)S(=O)(=O)C3)CC2)c1 (stereo not drawn)	1.8	-15%	2%	-57*	-32%	2%	-14	1	-7%
CCOc1ccccc1OCC(=O)Nc1ccc(N2CCCCC2)cc1	-0.1	-5%	-16%	6	-16%	11%	0	/	-8%[57.1 µM]
COc1ccc(F)cc1S(=O)(=O)NCCCn1ccnc1	-0.9	0%	-6%	24	5%	4%	3	2	6%
CCCn1cc(CN2CCCC(C(=O)c3cccc(OC(C)C)c3)C2)c(C)n1 (stereo not drawn)	-0.5	-16%	-6%	-13	?	6%	1	3	-1%
COCCNCc1ccc(C(C)C)cc1	-1.3	-6%	0%	3	0%	0%	2	3	6%
CCC1CCCCN1S(=O)(=O)c1ccc(C(=O)Nc2nnc(C3=COCCO3)o2)cc1 (stereo not drawn)	-1.9	-6%	19%	-8	-6%	-9%	-13	-19	-33%
CN(C(=O)c1ccccc1)c1nccnc1C#N	-0.4	-11%	1%	-25	5%	5%	-12	6	?
C[C@@H]1CCCCCCCCC(=O)OCCN1C(=O)OC(C)(C)C	-3.8	1%	-16%	-18	4%	-3%	3	1	-4%
COc1ccc(C(CCNCc2ccccc2F)c2ccc(F)cc2)cc1 (stereo not drawn)	0.0	-9%	-22%	-11	?	7%	-10	13	-3%
CCc1ccc(CN(C)C(=O)c2cc(COc3cncc(Cl)c3)on2)cc1	-0.9	-7%	-16%	10	?	22%	4	6	0%

Part of the list above with just GLP1R inv ag.
| structure | GLP1R inv ag |
| --- | --- |
| COCCNCc1ccc(C(C)C)cc1 | 0% |
| CCC1CCCCN1S(=O)(=O)c1ccc(C(=O)Nc2nnc(C3=COCCO3)o2)cc1 (stereo not drawn) | -6% |
| CN(C(=O)c1ccccc1)c1nccnc1C#N | 5% |

Next part.
SMILES	IL2 activator	PLK1 PBD inh	GLP1R cytotox	D3 antag	GLP1R inv ag	GLP-1R agonist	DRD3 agonist	PI5P4K alpha inh	WRN inhibitor
COCCn1c(SCC(=O)Nc2ccc(F)cc2F)nc2c([nH]c3ccccc32)c1=O	-1.0	-6%	3%	17	27%	-5%	4	-5	-15%
Cc1n[nH]c(C)c1CN(C)C(=O)C1CCC(=O)N(CC2CCCCC2)C1 (stereo not drawn)	-1.3	-7%	7%	6	11%	-4%	-15	7	-13%
CCCC(C)C(=O)Nc1nnc(C)s1 (stereo not drawn)	-2.9	-7%	-6%	?	0%	18%	-13	/	1%
CC(C)c1ccc(NC(=O)C2CCN(c3ncnc4c3nc3n4CCCCC3)CC2)cc1	1.5	30µM*	-7%	22	-9%	3%	-3	7	-2%
CC(C)CCN(C(=O)c1ccc(Br)cc1)c1c(N)n(Cc2ccccc2)c(=O)[nH]c1=O	3.9	0%	-25%	-11	-6%	-2%	-5	-12	0%
O=C(Nc1ncc2c(n1)CC(c1ccco1)CC2=O)c1ccccc1 (stereo not drawn)	-2.7	0%	-7%	-12	4%	-5%	0	-9	-12%[57.1 µM]
CCN(C(=O)c1ccc2c(OC)n(CC)nc2c1)c1ccc(OC)cc1	-0.3	2%	6%	-5	-9%	1%	-5	2	13%
COc1ccc2[nH]c(=O)c3c(c2c1)OC(C)(C)C=C3	-2.2	-13%	-3%	12	?	-53%[inhibitor]	4	9	-1%
CC(C(=O)Nc1c2c(cc3c1CCC3)CCC2)N1CCCC1 (stereo not drawn)	0.5	-3%	7%	6	?	3%	-15	-4	13%

Compounds as they come. Share with any hit: about 7.8%.
